Source: PubChem (NCI)
NCI-60 one-dose screen, 48 h, at 10 µM unless noted. Numbers give growth in % (100 = growth as untreated, 0 = no growth, -100 = all killed).
M14: M14 melanoma | 80,000 tested, 6.2% active | AID 1794745
EKVX: EKVX NSCLC; 71,000 tested, 3% active; AID 1794765
MOLT-4: MOLT-4 leukemia cells. 80,000 tested, 6.9% active
HOP-92: HOP-92 NSCLC cells; 71,000 tested, 6.3% active
CCRF-CEM: CCRF-CEM leukemia; 77,000 tested, 7% active
A549/ATCC: A549/ATCC NSCLC; 81,000 tested, 3.7% active; AID 1794740
HOP-62: HOP-62 NSCLC. 80,000 tested, 3.9% active. AID 1794735
RPMI-8226: RPMI-8226 leukemia cells. 77,000 tested, 7.5% active
An asterisk follows results filed as active; · = no result given; & = joins results of further samples. Rule for the calls: active = growth percent below 10; inactive = the rest. Hits appear at their usual frequency; overall some 12% were active at least once.

SMILES	M14	EKVX	MOLT-4	HOP-92	CCRF-CEM	A549/ATCC	HOP-62	RPMI-8226
N#Cc1c(Cl)nc(SCC(=O)N2CCN(c3cc4c(cc3F)c(=O)c(C(=O)O)cn4C3CC3)CC2)nc1-c1ccccc1	100	100	101	100	106	102	89	99
O=c1oc2cc(O)ccc2cc1-c1cc2ccc(O)cc2oc1=O	102	109	85	94	83	115	109	99
COc1ccc2c(c1)CCC1=C2CCC2(C)C(=O)CC=C12 (configuration not stated)	84	57	95	78	76	94	103	76
Cn1c(-c2c(N)n(CCCN3CCOCC3)c3nc(C#N)c(C#N)nc23)nc2ccccc21	74	66	31	-6.1*	·	87	76	5.1*
CCOC(=O)CN	101	·	95	93	105	99	98	106
COc1ccc(/C=C2/CCOC2=O)cc1	104	90	110	·	82	107	110	42
CCN(CCO)Cc1c(-c2ccccc2)oc(-c2ccccc2)c1Cl	104	102	82	58	72	96	118	89
O=Cc1cccc(OCc2ccccc2)c1	95	101	101	81	96	92	88	·
CCCCCCCCNC=O	103	106	105	83	·	108	105	108
CC(C)c1c(Cl)cc(C(C)(C)C)c(O)c1Cl	120	94	·	183	·	109	115	121
O=[N+]([O-])c1ccc(/C=N\Nc2ccccc2)cc1	32	77	90	100	·	58	95	68
Fc1cccc(Cl)c1/C=N/Nc1nc(N/N=C/c2c(F)cccc2Cl)nc(N2CCOCC2)n1	72	54	82	73	81	79	94	59
Cn1cc(-c2nn3cc(-c4ccccc4)nc3s2)c2cc(Br)ccc21	96	73	91	89	103	97	98	104
CCOc1cccc2cc(C(N)=O)c(=N)oc12	99	100	113	·	110	111	104	108
Cc1ccc(NC(=O)C2CC(CN3CCN(C)CC3)C2)cc1Nc1nccc(-c2cccnc2)n1 (configuration not stated)	99&104	94&94	93&98	104&106	117&113	102&106	105&96	107&106
COc1ccccc1C(=O)Nc1cccc(C2CCc3c(cc(OC)c(OC)c3OC)O2)c1 (configuration not stated)	93	98	59	96	92	88	95	76
N[C@@H](Cc1c[nH]c2ccccc12)C(=O)O	119	102	108	·	112	111	120	109
C=CCC(=O)N[C@H](Cc1ccc(-c2cc(Cl)cc(Cl)c2)cc1)[C@H](O)[C@@H](O)C(=O)O	97	98	109	88	54	69	86	97
Cc1sc(NC(=O)c2ccco2)c(C(c2cccnc2)N2CCC(Cc3ccccc3)CC2)c1C (configuration not stated)	85	·	59	53	43	40	87	25
S=C1C=C(c2ccccc2)SC2c3cccn3CCN12 (configuration not stated)	96	89	82	·	89	89	82	83
COc1cc(NC(=O)CSc2nc3ccc(C)cc3c(=O)n2-c2ccccc2)cc(OC)c1OC	80	·	59	49	84	84	91	76
O=C(CCCCCC/C=C/c1csc(Br)n1)NO	93	77	47	96	35	84	90	42
CC1CC=CCC1C(=O)O (configuration not stated)	97&105	101&129	97&106	107	102&89	96&106	96&100	104&109
CCCCCCCCCCCC(=O)c1c(O)cc(C)oc1=O	79	72	94	63	74	77	96	74
CC(C)COC(=O)c1ccc(NC(=O)CC2CCCN2)cc1 (configuration not stated)	101	112	85	95	104	94	93	106

Nothing new here: entries from further up.
SMILES	M14	EKVX	MOLT-4	HOP-92	CCRF-CEM	A549/ATCC	HOP-62	RPMI-8226
CCN(CCO)Cc1c(-c2ccccc2)oc(-c2ccccc2)c1Cl	104	102	82	58	72	96	118	89
O=Cc1cccc(OCc2ccccc2)c1	95	101	101	81	96	92	88	·
CCCCCCCCNC=O	103	106	105	83	·	108	105	108
CC(C)c1c(Cl)cc(C(C)(C)C)c(O)c1Cl	120	94	·	183	·	109	115	121
O=[N+]([O-])c1ccc(/C=N\Nc2ccccc2)cc1	32	77	90	100	·	58	95	68
Fc1cccc(Cl)c1/C=N/Nc1nc(N/N=C/c2c(F)cccc2Cl)nc(N2CCOCC2)n1	72	54	82	73	81	79	94	59
Cn1cc(-c2nn3cc(-c4ccccc4)nc3s2)c2cc(Br)ccc21	96	73	91	89	103	97	98	104
CCOc1cccc2cc(C(N)=O)c(=N)oc12	99	100	113	·	110	111	104	108
Cc1ccc(NC(=O)C2CC(CN3CCN(C)CC3)C2)cc1Nc1nccc(-c2cccnc2)n1 (configuration not stated)	99&104	94&94	93&98	104&106	117&113	102&106	105&96	107&106
COc1ccccc1C(=O)Nc1cccc(C2CCc3c(cc(OC)c(OC)c3OC)O2)c1 (configuration not stated)	93	98	59	96	92	88	95	76
N[C@@H](Cc1c[nH]c2ccccc12)C(=O)O	119	102	108	·	112	111	120	109
C=CCC(=O)N[C@H](Cc1ccc(-c2cc(Cl)cc(Cl)c2)cc1)[C@H](O)[C@@H](O)C(=O)O	97	98	109	88	54	69	86	97
Cc1sc(NC(=O)c2ccco2)c(C(c2cccnc2)N2CCC(Cc3ccccc3)CC2)c1C (configuration not stated)	85	·	59	53	43	40	87	25
S=C1C=C(c2ccccc2)SC2c3cccn3CCN12 (configuration not stated)	96	89	82	·	89	89	82	83
COc1cc(NC(=O)CSc2nc3ccc(C)cc3c(=O)n2-c2ccccc2)cc(OC)c1OC	80	·	59	49	84	84	91	76
O=C(CCCCCC/C=C/c1csc(Br)n1)NO	93	77	47	96	35	84	90	42
CC1CC=CCC1C(=O)O (configuration not stated)	97&105	101&129	97&106	107	102&89	96&106	96&100	104&109
CCCCCCCCCCCC(=O)c1c(O)cc(C)oc1=O	79	72	94	63	74	77	96	74
CC(C)COC(=O)c1ccc(NC(=O)CC2CCCN2)cc1 (configuration not stated)	101	112	85	95	104	94	93	106

(next part)
SMILES	M14	EKVX	MOLT-4	HOP-92	CCRF-CEM	A549/ATCC	HOP-62	RPMI-8226
Cc1cc(C)nc(SCC(=O)Nc2ccc(S(N)(=O)=O)cc2)n1	114	100	·	101	97	103	108	100
C[C@H]1c2ccccc2OC(=O)C[C@@H]1c1ccccc1	105	94	89	87	92	77	82	89
O=C(Nc1ccc2c(c1)OCO2)C(=O)c1c[nH]c2cc(F)ccc12	30	72	63	42	·	49	54	64
COc1ccc(C2CC(=O)c3ccccc3N2)cc1 (configuration not stated)	81	93	95	·	101	84	82	83
CSC1=NC(c2ccccc2)C(C(C)=O)=C(C)N1 (configuration not stated)	104	74	105	109	95	91	82	118
Clc1ccc2noc(-c3ccccc3)c2c1	107	115	97	88	109	104	101	97
CCN(CC)S(=O)(=O)c1ccc2[nH]c(=O)cc(C(=O)Nc3ccc(OC)cc3OC)c2c1	109	166	100	78	93	110	105	108
COc1ccc(/C(C)=N/NC(=O)c2ccc(S(C)(=O)=O)cc2)cc1OC	97	96	71	·	115	96	86	130
Cc1ccc(S(=O)(=O)n2cc(/C=C3\C(=O)Nc4ccccc43)c3ccccc32)cc1	96	94	96	67	96	88	99	81
COc1cc(-c2nnc(NC(=O)CN3CCN(c4cc5c(cc4F)c(=O)c(C(=O)O)cn5C4CC4)CC3)s2)cc(OC)c1OC	75	91	77	73	81	96	54	84
O=S(=O)(NCCNc1nccc(-c2c(-c3cccc(F)c3)nc3occn23)n1)c1ccc(Br)cc1	80	90	83	75	60	54	90	62
COC(=O)c1ccc(-c2ccccc2Oc2ccc3nnc(Cl)n3n2)cc1	99	104	94	92	87	98	101	94
NS(=O)(=O)c1ccc(CN/C=C/C(=O)c2cc3ccccc3oc2=O)cc1	85	95	103	88	97	101	78	89
Cc1ccc(S(=O)(=O)Nc2ccccc2NS(=O)(=O)c2ccc(C)cc2)cc1	105	·	93	66	·	89	101	77
CC(=O)Nc1ccc(S(=O)(=O)N2CCN(C3=NS(=O)(=O)c4ccccc4N3c3ccccc3)CC2)cc1	91	104	102	78	117	95	93	107
COc1ccc(/C=N\NC(=O)c2ccncc2)cc1O	101	·	96	93	99	94	93	104
Cc1c(C2=NOC3C(=O)N(c4ccccc4)C(=O)C23)no[n+]1[O-] (configuration not stated)	103	101	105	108	96	102	98	106
COc1cc(/C=C/C(=O)c2nnn(-c3ccc([N+](=O)[O-])cc3)c2C)cc(OC)c1OC	89	87	65	79	54	96	95	63
COc1c2occc2c(OC)c2c(=O)c(C3=NN(c4ccccc4)C(c4ccc(F)cc4)C3)c(C)oc12 (configuration not stated)	92	89	88	76	90	91	99	94
CC(CC(=O)O)C(C)C(=O)O (configuration not stated)	110	·	104	99	95	97	111	103
Cc1ccc(C)c(Oc2c(-c3nc4ccc(C)cc4[nH]3)c(C)nn2-c2ccccc2)c1	112	100	96	111	83	100	111	77
FC(F)(F)c1ccc2c(Nc3cccc(C4CC(c5ccc(Cl)cc5)=NN4c4ccccc4)c3)ccnc2c1 (configuration not stated)	91	88	71	86	83	83	90	60
COc1ccccc1-c1ccc(N2CCCC2)nn1	·	·	92	98	98	98	80	93
COc1cc(/C=C2\C(=O)N(Cc3ccc(Cl)cc3)c3ccccc32)cc(OC)c1OC	38	89	8.5*	44	-3.0*	9.8*	56	-32*
CCCCCC1=CC(=O)C=C(OC)C12C(=O)Oc1cc(O)c(C(=O)O)c(CCCCC)c12 (configuration not stated)	100	104	105	113	108	85	106	102

Next part
SMILES	M14	EKVX	MOLT-4	HOP-92	CCRF-CEM	A549/ATCC	HOP-62	RPMI-8226
Nc1nonc1-c1nc2ccc(F)cc2[nH]1	110	39	102	·	96	97	99	94
CC[N+](C)(CC)CC	102	103	108	97	113	107	102	115
O=C(Nc1cccc(Cl)c1)C1CCCC1=Nc1cccc(Cl)c1 (configuration not stated)	100	84	86	87	101	92	91	107
O=C1c2c(c3c4ccc(Br)cc4oc3c3[nH]c4ccccc4c23)C(=O)N1CCO	30	54	·	62	22	49	12	43
CCN(CC)CCOC(=O)c1cc(OC)c(OC)cc1OC	93	103	100	90	99	96	94	99
Nc1ccc([N+](=O)[O-])c(N)c1	104	107	91	80	93	98	96	96
Cc1c(-n2cc(-c3ccccc3)c3c2ncn2nc(-c4ccc(Cl)cc4)nc32)c(=O)n(-c2ccccc2)n1C	87	65	65	71	93	97	109	66
O=C1C(=O)c2c(nc3ncccn23)-c2ccccc21	-87*	-76*	-47*	-84*	-3.5*	-36*	-90*	-25*
CS(=O)CC1=NC(=N)N=C1CS(C)=O (configuration not stated)	105	99	107	103	108	98	100	107
CC1(C)CC(=O)C([C@H](c2ccccc2)N2c3ccccc3Sc3ccccc32)C(=O)C1	101	95	99	77	91	79	95	87
CC/C(=C\c1ccc(OC)cc1)C(=O)c1ccc(OC)cc1	102	103	91	85	46	123	87	32
NS(=O)(=O)c1ccc(N2Cc3cc(Cl)ccc3OC3=C2C(=O)N(CC2CCCCC2)C3=O)cc1	-68*	-65*	-35*	-77*	-39*	-43*	-61*	-30*
N=c1nnc(=N)c1=NNc1cccc2c(O)c3ccccc3c(O)c12	100	41	88	101	·	89	97	86
CCOC(=O)C(C#N)(CC)C(C)CC (configuration not stated)	109	·	110	·	98	103	111	103
C[C@@H]1C[C@@]2(C)C(=CC1=O)CC[C@@H]1[C@@H]2[C@@H](O)C[C@@]2(C)[C@H]1CC[C@]2(O)C(=O)CO	95	82	89	90	78	87	93	58
COc1cc(/C=N/Nc2ncnc3c2c(C)nn3-c2ccccc2)ccc1O	109	73	69	·	66	90	116	82
CC(=O)/C=C/C1C(C)=CCCC1(C)C (configuration not stated)	107	98	105	·	92	93	96	98
CCOC(=O)/C=C1/S/C(=N\N=C\c2ccc(OS(=O)(=O)C(F)(F)C(F)(F)C(F)(F)C(F)(F)C(F)(F)C(F)(F)C(F)(F)C(F)(F)F)cc2)N(c2ccccc2)C1=O	·	88	101	100	96	105	91	101
O=C1NC(=NC23CC4CC(CC(C4)C2)C3)N/C1=C\c1ccc2ncsc2c1	42	-0.1*	-5.7*	5.9*	9.7*	17	9.3*	-15*
Cc1ccc(-n2cc(-c3ccccc3)c3c4n(c(=S)nc32)CCN4)cc1	104	83	92	101	102	101	98	91
CC(C)CSc1nc(N/N=C/c2cc(Cl)ccc2O)c(C#N)c(-c2ccc(Cl)cc2)n1	89	75	74	73	41	83	99	60
CCCCCCCC/C=C\CCCCCCCCOc1ccc(CC(=O)NCC[N+]2(C)CCCC2)cc1	71	86	68	57	29	74	23	58
Cc1c([N+](=O)[O-])cc(I)c(I)c1I	106	79	86	88	94	64	106	97
COc1cc(NC(=O)CCSc2nc3ccc(Cl)cc3c(=O)n2-c2ccccc2C(F)(F)F)cc(OC)c1OC	97	·	99	93	105	104	94	96
